# HCV inh: blocks hepatitis C virus | Huh7.5.1 HCVcc-Cre infection, luciferase reporter, 44 h | Potency, µM (highest dose often 41.8 µM), inactives show top-dose activity change, negative = inhibition, actives largely listed as inhibitors | actives 3.4% (n = 340,000) | AID 651820; also: potency is read from the fitted curve at half-maximal effect
#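 Antiviral activity was scored by luciferase reporter output from cells infected with HCVcc-Cre (~0.5 moi) in presence of compound, 44 h infection period, cells seeded 1,000/well 4 h prior.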
# Giardia FBPA inh: Giardia lamblia aldolase inhibition; A8B2U2; purified Giardia FBPA; Potency, µM (series often up to 59.6 µM), without a hit: at the highest dose activity, negative = inhibition, actives largely listed as inhibitors; actives 0.71% (n = 290,000); AID 2451; also: potency is read from the fitted curve at half-maximal effect; nearly all actives have a fitted effect of over 55% in size
# Target sequence (A8B2U2 whole entry, looked up): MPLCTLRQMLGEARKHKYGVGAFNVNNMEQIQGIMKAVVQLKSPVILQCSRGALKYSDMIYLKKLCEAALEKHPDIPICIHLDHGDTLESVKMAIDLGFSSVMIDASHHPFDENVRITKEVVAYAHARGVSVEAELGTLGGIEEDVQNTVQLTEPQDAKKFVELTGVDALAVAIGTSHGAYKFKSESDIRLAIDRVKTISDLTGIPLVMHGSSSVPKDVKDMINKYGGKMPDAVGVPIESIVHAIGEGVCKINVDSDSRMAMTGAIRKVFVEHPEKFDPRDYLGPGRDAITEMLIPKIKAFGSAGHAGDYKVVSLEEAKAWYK
#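 Giardia FBPA (40 nM reagent) was preincubated 10 min at RT with compound (up to 57.5 uM final), then substrate plus GAPDH/TPI/NAD/arsenate coupling system with diaphorase/resazurin was added; resorufin fluorescence (525/598 nm) was read after 20 min.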
# HCMV antiviral: blocks human cytomegalovirus replication | HFF cells, HCMV-luciferase reporter, 72 h; hits give low values | activity change, negative = inhibition, % at 57.5 µM | actives 4.5% (n = 410,000) | AID 1259415; in the data active = activity change below about -60%; inconclusive = no clear call, values can overlap the other calls; inactive = above about -39%
#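 HFF cells seeded 16 h at 37C, treated with compounds, infected with luciferase-reporter HCMV at MOI 1 PFU/cell; luciferase read at 72 h post infection, normalized to buffer-only and Salinomycin controls.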
# AmpC detergent: inhibitors of E. coli AmpC beta-lactamase with detergent. AID 485294. AmpC hydrolysis of nitrocefin, absorbance 480 nm, 0.01% Triton. actives 0.041% (n = 370,000). Potency, µM (highest dose often 114 µM), inactives show at the top dose activity change, negative = inhibition, actives largely listed as inhibitors;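 also: potency is read from the fitted curve at half-maximal effect; 0% = no-compound wells and -100% = no-enzyme wells; nearly all actives have a fitted effect of over 25% in size; some results filed as inactive show a strong effect at the top dose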
# Target sequence (P00811 whole entry, looked up): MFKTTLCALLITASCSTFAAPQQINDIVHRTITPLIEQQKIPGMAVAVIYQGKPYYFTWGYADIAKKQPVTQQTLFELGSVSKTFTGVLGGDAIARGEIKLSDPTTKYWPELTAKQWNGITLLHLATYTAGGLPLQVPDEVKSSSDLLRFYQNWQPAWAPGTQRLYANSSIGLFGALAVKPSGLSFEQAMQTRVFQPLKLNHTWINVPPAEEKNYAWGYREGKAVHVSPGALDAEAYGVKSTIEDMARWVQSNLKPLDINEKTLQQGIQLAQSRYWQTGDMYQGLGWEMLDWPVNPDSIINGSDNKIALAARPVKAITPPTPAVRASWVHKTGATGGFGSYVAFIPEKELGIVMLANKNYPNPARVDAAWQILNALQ
#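 AmpC (5.3 nM in the dispensed reagent) in 20 mM phosphate pH 7.0 with 0.01% (detergent screen) or 0.0001% Triton X-100 was preincubated with compounds for 15 min at room temperature. Nitrocefin was then added from an 800 uM solution, and hydrolysis was followed at 480 nm.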
# AMA1-RON2 inh: disrupts binding of P. falciparum AMA1 to RON2 | Potency, µM (highest dose often 58.2 µM), for the others: top-dose activity change, negative = inhibition, usual class: inhibitors | AlphaScreen AMA1-biotinylated RON2 peptide binding | actives 0.2% (n = 360,000);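 also: potency is read from the fitted curve at half-maximal effect; 0% = vehicle wells and -100% = peptide control; nearly all actives have a fitted effect of over 45% in size; some results filed as inactive show a strong effect at the top dose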
#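 AMA1 (3D7) with his tag at 25 nM final met compounds first, then biotinylated RON2 peptide at 25 nM; detection used donor plus acceptor beads, 10 µg/mL apiece, read by AlphaScreen after 30 min at room temperature.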
# Sm TGR inh: S. mansoni TGR enzyme inhibition; actives 3% (n = 360,000); purified TGR, DTNB reduction, TNB absorbance 405 nm; Potency, µM (series often up to 114 µM), for inactives: at the top dose activity change, negative = inhibition, actives largely listed as inhibitors; Q962Y6; also: potency is read from the fitted curve at half-maximal effect; nearly all actives have a fitted effect of over 60% in size
#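 First, TGR (20 nM dispensed) and NADPH were mixed with compound. Second, a 15 min room-temperature incubation followed. Third, further NADPH and then DTNB were added to start the reaction. Finally, TNB absorbance was monitored kinetically.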
# An asterisk follows results filed as active; ? = inconclusive; . = no result given; [ ] = remark or other dose. Unless noted, calls follow the shape of the dose curve; as a rule, active = well fitted curve in the direction sought with a large enough effect; inconclusive = small, poorly fitted or top-dose-only effect, or another doubt; inactive = no such curve, though single readings can be large; an effect the other way counts as inactive or inconclusive. Unless noted, % is scaled to controls: 0 for no effect and ±100 for the full control effect.
SMILES,HCV inh,Giardia FBPA inh,HCMV antiviral,AmpC detergent,AMA1-RON2 inh,Sm TGR inh
CCCCc1cc(=O)oc2cc(C)c3c(C(C)(C)C)coc3c12,.,.,4,-10%,.,2%
OC1CCN(C(=S)Nc2ccc(Nc3ccccc3)cc2)CC1,0%,?,1,-3%,46%[activator],.
Cc1ccccc1Nc1nc(N)nc(CSc2nc3ccccc3c(=O)n2C)n1,?,3%,-36,1%,8%,1%
Cc1noc2ncnc(Oc3ccc(Cl)cc3Cl)c12,-5%,2%,?,?,4%,-4%
COc1ccc(C(=O)Nc2ccc(NC(=O)CSc3nnc(-c4ccncc4)n3C)cc2)cc1,-15%,-1%,48,-12%,-15%,5%
COc1cccc2c1C(=O)CC1C2CCC2CC(=O)CCC21C (centres undefined),4%,.,16,.,-18%,.
CCOc1ccccc1C(=O)Nc1nnc(CC)s1,11µM*,-6%,33,0%,-4%,-18%
COc1ccc2nc(NC(=O)CSc3nnc(N)s3)sc2c1,20%,-2%,57,-7%,0%,-6%
Fc1ccc(-n2nnc(-c3cccnc3)n2)cc1,1%,8%,49,6%,4%,-23%
COc1ccc(-c2cc(C(F)(F)F)nc(SCC(=O)N(C)Cc3ccccc3)n2)cc1OC,.,.,-16,-4%,.,-1%
O=C(O)C1(S(=O)(=O)CCC(F)=C(F)F)CC1,14%,0%,-38,-1%,18%,32µM*
O=C(Cn1cc([N+](=O)[O-])cn1)NCc1cc2ccccc2[nH]1,12%,1%,12,-7%,-1%,-11%
CC/C(=N\NC(=O)CSCc1ccccc1Br)c1ccc2c(c1)OCCO2,4%,0%,-22,-12%,26%,-3%
COc1cc(/C=C/c2cc[n+](C)cc2)ccc1OCC(=O)Nc1ccccc1,10%,.,?,4%,-8%,-29%
CC1CCCC(NC(=O)CN2C(=O)NC(Cc3c[nH]c4ccccc34)C2=O)C1C (centres undefined),-1%,.,-4,.,-4%[11.6 µM],.
CCOC(=O)c1sc2nc(C)[nH]c(=S)c2c1C,-11%,3%,?,2%,62%[activator],4%
CCn1c(Cc2c(C)[nH]c3ccccc23)nnc1SCC(=O)NCc1ccccc1,16%,3%,16,-12%,19%,?
Cc1cc(OCC(=O)NCC2CCC(C(=O)O)CC2)c2c3c(c(=O)oc2c1)CCC3 (centres undefined),?,-4%,46,-13%,7%,8%
CCOC(=O)/C(C#N)=C1\CCCN1CC(N)=S,-16%,-6%,-1,9%,13%,5%
Cc1ccc(S(=O)(=O)CC(=O)Nc2c(C)n(C)n(-c3ccccc3)c2=O)cc1,10%,3%,11,0%,-26%,-18%

# A second format for some results above.
canonical_smiles	HCV inh	Giardia FBPA inh	HCMV antiviral	AmpC detergent	AMA1-RON2 inh	Sm TGR inh
CCCCc1cc(=O)oc2cc(C)c3c(C(C)(C)C)coc3c12	.	.	4	-10%	.	2%
OC1CCN(C(=S)Nc2ccc(Nc3ccccc3)cc2)CC1	0%	?	1	-3%	46%[activator]	.
Cc1ccccc1Nc1nc(N)nc(CSc2nc3ccccc3c(=O)n2C)n1	?	3%	-36	1%	8%	1%

# Single records (already shown). Order of screens: HCV inh	Giardia FBPA inh	HCMV antiviral	AmpC detergent	AMA1-RON2 inh	Sm TGR inh
# `Cc1noc2ncnc(Oc3ccc(Cl)cc3Cl)c12` is listed with -5%	2%	?	?	4%	-4%
# `CCOC(=O)c1sc2nc(C)[nH]c(=S)c2c1C` is listed with -11%	3%	?	2%	62%[activator]	4%

# (further entries)
SMILES,HCV inh,Giardia FBPA inh,HCMV antiviral,AmpC detergent,AMA1-RON2 inh,Sm TGR inh
CC(=O)c1cc(C(=O)Nc2cccc(C)c2)c2ccccn12,.,.,9,-3%,.,10%
N#CCCN(C(=O)COC(=O)c1ccc2c(c1)OCCO2)c1ccccc1,?,.,37,.,-9%,.
CCOc1ccc(C(=O)NCC(c2ccco2)N2CCOCC2)cc1 (centres undefined),40%[activator],.,-12,-9%,0%,-10%
Cc1cc(C)cc(CC(Cc2nc3ccccc3[nH]2)c2nc3ccccc3[nH]2)c1 (centres undefined),5µM*,-12%,-101*,?,14%,2%
O=C(c1cc2nc(-c3ccccc3)cc(-c3ccccc3)n2n1)N1CCC2(CC1)OCCO2,10µM*,-2%,29,-5%,48%[activator],5%
COc1ccc(-c2cc(C(F)(F)F)nc(N3CCCCCC3)n2)cc1,?,-3%,?,?,47%[activator],10%
CSc1ccccc1NC(=O)c1noc(C)c1[N+](=O)[O-],8%,.,3,5%,0%,0%
CCN(CC(=O)Nc1ccc(NC(C)=O)cc1)CC(=O)Nc1cc(C)on1,3%,.,?,9%,56%[activator][11.6 µM],5%
COc1ccccc1C(=O)NNC(=O)c1ccc(NC(=O)c2ccccc2)cc1,-19%,-9%,83,-8%,2%,.
CCOc1ccccc1C(=O)n1nc(C)cc1C,0%,-8%,33,-10%,10%,10%
Cc1ccc(OCC(=O)NCC(=O)OCc2cc(=O)n3nc(C)sc3n2)cc1,.,.,-14,24%,.,3%
CC(=O)N1CCN(C2=NC(=O)/C(=C/c3ccc(OS(=O)(=O)c4ccccc4)cc3)S2)CC1,-5%,-9%,-70*,0%,10%,-18%
CC(Sc1nc(N)cc(N)n1)C(=O)NCC1CCCO1 (centres undefined),6%,.,0,-10%,-3%,5%
COc1cccc(-n2ccnc2SCC(=O)Nc2nccs2)c1,6%,2%,29,-13%,-10%,14%
CC(=O)OCC1CC(COC(C)=O)C(COC(C)=O)CC1COC(C)=O (centres undefined),39%[activator],.,-27,.,-14%,.
Nn1c(SCc2csc(-c3ccccc3)n2)nnc1-c1cccs1,1%,-8%,-6,-11%,-6%,8%
COC(=O)C1C(=O)C2=C(CC1C)NC(C)=C(C(=O)OC1CCCCC1)C2c1ccc(N(C)C)cc1 (centres undefined),?,-20%,-5,-9%,?,-21%
Nc1nc(SCC(=O)NCCN2CCOCC2)nc2sc3c(c12)CCC3,2%,5%,5,-2%,-7%,2%
Cc1cc(=O)[nH]c(SCC(=O)Nc2ncc(S(=O)(=O)c3ccc([N+](=O)[O-])cc3)s2)n1,1%,3%,-5,0%,10%,-26%
Cc1ccc(C(=O)NCc2ccc3c(c2)OCO3)cc1,1%,9%,4,-15%,-1%,10%

# Given with values under each structure: entries from further up.
# Each structure is followed by: HCV inh | Giardia FBPA inh | HCMV antiviral | AmpC detergent | AMA1-RON2 inh | Sm TGR inh
Cc1noc2ncnc(Oc3ccc(Cl)cc3Cl)c12
 : -5% | 2% | ? | ? | 4% | -4%
COc1ccc(C(=O)Nc2ccc(NC(=O)CSc3nnc(-c4ccncc4)n3C)cc2)cc1
 : -15% | -1% | 48 | -12% | -15% | 5%

# The listing continues.
SMILES,HCV inh,Giardia FBPA inh,HCMV antiviral,AmpC detergent,AMA1-RON2 inh,Sm TGR inh
O=C(CSc1nnc(-c2ccncc2)o1)NCc1ccccc1,-4%,2%,-90*,-7%,-1%,-7%
CCn1cc(S(=O)(=O)c2cc(C)cc(C)c2)c(=O)c2cc(F)c(N3CCN(c4ccccc4)CC3)cc21,.,.,-20,-4%,.,6%
CCOc1ccccc1N(C)S(=O)(=O)c1ccc2c(c1)N(C(C)=O)CCO2,5%,.,-34,-1%,-10%,7%
O=C(c1ccco1)N1C2C=CC(C2)C1(C(F)(F)F)C(F)(F)F (centres undefined),32%[activator],-8%,-28,-8%,24%,0%
O=C1C=C(c2ccccc2)C(=O)N1Nc1ccccc1,?,-7%,30,9%,13%,14µM*
Cc1onc(-c2ccccc2)c1C(=O)N/N=C/c1cc2c(cc1Br)OCO2,?,3%,0,?,-19%,-5%
Cc1ccccc1-n1c(C)cc(/C=C2/C(=N)N3C(c4ccccc4)=CSC3=NC2=O)c1C,?,-2%,-21,6%,-20%,3%
CCN(C(=O)c1ccco1)c1nnc(-c2cccnc2)s1,-8%,3%,6,-4%,2%,10%
COc1cc(NC(=S)Nc2ccc(Br)cc2Cl)c(OC)cc1Cl,-23%,-10%,-40,-10%,-2%,-21%
CN(C)c1ccc(/C=N/NC2=NS(=O)(=O)c3ccccc32)cc1,4%,?,?,-7%,50%[activator],11%
Cc1onc(-c2ccccc2)c1C(=O)NCc1ccccn1,1%,0%,10,1%,19%,0%
Cc1nnc(NC(=O)COc2ccc3c(C)cc(=O)oc3c2)s1,5%,-4%,-6,0%,-1%,-9%
Cc1c(C(=O)N2CCC(C)CC2)c(S(=O)(=O)NCc2ccccc2)c(C)n1C,.,.,10,-6%,.,-6%
NNC(=S)NCc1ccco1,11%,18µM*,-20,0%,64%[activator],-1%
COC(=O)c1cccc(Nc2ccc([N+](=O)[O-])cn2)c1,-3%,4%,-4,5%,9%,0%
Cc1ccc(-c2nc3ccccn3c2Nc2ccc3c(c2)OCCO3)s1,.,.,69,12%,.,6%
CCOC(=O)c1cnc2cc(-c3ccc(C)cc3)nn2c1-c1ccccc1,17%,.,?,-2%,30%,13%
Cc1ccc(C(=O)Nc2ccccc2C(=O)NCc2cccnc2)cc1,-5%,.,-33,-8%,0%,0%
COC(=O)c1nnn(-c2nonc2N)c1CN1CCc2ccccc21,-2%,-9%,9,?,30%[activator],-1%
CC(=O)c1cccc(N(C(=O)c2ccccn2)C(C(=O)NC2CCCCC2)c2ccccc2)c1 (centres undefined),-5%,.,-19,4%,-4%,-11%

# Screens (PubChem)
